Assay outcomes from PubChem BioAssay.
12-LOX inh = Primary qHTS assay for inhibitors of human arachidonate 12S-lipoxygenase (ALOX12): Round 2; Polyunsaturated fatty acid lipoxygenase ALOX12 (Homo sapiens), P18054; Potency, µM (highest dose often 108 µM), for the others: at the top dose activity change, negative = inhibition, actives largely listed as inhibitors; purified 12hLO, xylenol orange hydroperoxide absorbance; hit rate 1.1% among 580,000; active means well fitted inhibition curve with a large enough effect; inconclusive means small, poorly fitted or top-dose-only effect, or another doubt; inactive means no such curve, though single readings can be large or run the other way
Target sequence (P18054 whole entry, looked up): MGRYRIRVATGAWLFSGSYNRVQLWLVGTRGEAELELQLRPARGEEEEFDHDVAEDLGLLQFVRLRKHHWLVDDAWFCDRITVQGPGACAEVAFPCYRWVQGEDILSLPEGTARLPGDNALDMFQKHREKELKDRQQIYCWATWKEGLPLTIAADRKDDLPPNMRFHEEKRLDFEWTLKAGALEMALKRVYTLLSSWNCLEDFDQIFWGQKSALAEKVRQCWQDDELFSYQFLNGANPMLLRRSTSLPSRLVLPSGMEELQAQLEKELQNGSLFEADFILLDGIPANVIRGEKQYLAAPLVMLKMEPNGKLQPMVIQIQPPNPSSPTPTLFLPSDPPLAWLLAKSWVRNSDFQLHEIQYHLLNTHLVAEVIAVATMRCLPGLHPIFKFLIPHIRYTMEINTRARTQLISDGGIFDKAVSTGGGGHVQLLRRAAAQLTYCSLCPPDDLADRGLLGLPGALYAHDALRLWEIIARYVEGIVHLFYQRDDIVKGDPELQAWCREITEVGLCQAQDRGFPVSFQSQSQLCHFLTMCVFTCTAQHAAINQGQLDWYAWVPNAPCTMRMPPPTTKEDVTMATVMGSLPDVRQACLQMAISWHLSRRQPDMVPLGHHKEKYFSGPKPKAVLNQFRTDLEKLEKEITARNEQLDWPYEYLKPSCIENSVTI
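Purified human 12hLO at 150 nM in 25 mM Hepes, 0.01% Triton X-100, pH 7.0, preincubated 15 min at room temperature with compound. Reaction started with 40 uM arachidonic acid, 30 min at room temperature. Hydroperoxide measured by Fe-xylenol orange, 573/405 nm absorbance ratio.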
* hit, by the source's call; ? = inconclusive; [ ] = another dose, or the depositor's remark. On the % scale 0 is the no-effect control and ±100 the full control effect; potency means the concentration at half of the fitted maximal effect. Not all compounds are listed; the hit share may differ from the screen's.

12-LOX inh	compound
47.3%[activator]	Cn1cccc1C(=O)NC1CCN(C(=O)N2CC3CC(C2)[C@H]2CCCC(=O)N2C3)CC1 (stereo partly drawn)
62.5%[activator]	C=CCN(C)C(=O)CC1COc2ccc(C(=O)N(C)C)cc2N1C (stereo not drawn)
37.7%[activator][176 µM]	c1ccc(Oc2ccccc2-c2cc3c(cn2)CN(Cc2ccncc2)CCN3)cc1
1.8%	N#Cc1ccc(S(=O)(=O)N2C[C@@H](Oc3cccnc3)C[C@H]2C(=O)N2CCCC2)cc1
35.8%	Cc1cc2nc(-c3cccc(NC(=O)COc4ccc([N+](=O)[O-])cc4)c3)oc2cc1C
36.4%[activator]	Cc1ccc(C(=O)N2CCCC2c2nc(CCOCC3CCOCC3)no2)s1 (stereo not drawn)
8.0%[176 µM]	C[C@@H](NC(=O)c1cccn1C)c1c(-c2ccc(F)cc2)noc1C(=O)O
?	C[C@@H]1CCCCO[C@H](CN(C)Cc2ccncc2)[C@@H](C)CN([C@H](C)CO)C(=O)c2cc(N(C)C)ccc2O1
2.3%	CCCCNC(=O)c1cccc2c1CCN2S(=O)(=O)c1ccc(C)cc1
?	Cc1c(C(=O)N2CCCC2)c(S(=O)(=O)NCCc2ccc(Cl)cc2)c(C)n1C
-2.8%	Cc1ccc(NC(=O)N2CC(c3nnc(C(C)C)o3)C3(CCOCC3)C2)cc1 (stereo not drawn)
48.8%[activator]	Cc1ccccc1CC(=O)NCc1nnc2c(-c3nc(C(C)C)no3)cccn12
-0.3%	COc1ccc(/C=C(/C#N)c2ccc(Cl)cc2)c(OC)c1C
5.9%	Cn1nc(-c2ccc3c(c2)OCCO3)nc1N1CCCCC1
0.5%	CC(C)C(NC(=O)Cc1n[nH]c(=O)c2ccccc12)c1ccc(C(C)(C)C)cc1 (stereo not drawn)
2.5%[176 µM]	Cc1noc2c(N(C)C)cc(-c3cccc(C(F)(F)F)c3)nc12
-3.8%	CC(C)NC(=O)CSc1ncc(-c2ccc(F)cc2)o1
34.0%[activator]	COc1cc([C@@H]2c3cc4c(cc3[C@H](O)[C@@H](CO)[C@@H]2C(=O)NC(C)C)OCO4)cc(OC)c1OC
-7.1%	Cc1nc2nc(CN)nn2c(C)c1CCC(=O)NC1CCCCC1
10.0%	N#Cc1cccc(C(=O)N2CCC3(CC2)NC(=O)N(Cc2cccc(Cl)c2)C3=O)c1
0.5%	N#Cc1ccc(OCCOC(=O)COc2ccc(Cl)cc2Br)cc1
12.2%	CCn1nc(C)cc1C(=O)N1CCC2(CC1)c1ccccc1[C@@H](NC(=O)c1cccnc1)[C@@H]2O
23.7%	CN1CC2(CCN(C(=O)Nc3ccc4c(c3)OCCO4)CC2)CC1C(=O)N1CCOCC1 (stereo not drawn)
47.6%[activator]	Cc1noc(C)c1Cc1ccc(C(=O)N2CCCCCCN(C)C(=O)[C@@H]3CCC[C@@H]32)o1
-23.8%	CCc1cc(=O)oc2cc(OCc3nc(-c4cccc(Cl)c4)no3)ccc12
-25.6%	C=C(COC(C)=O)C1Cc2c(ccc3c2OC2COc4cc(OC)c(OC)cc4C2C3=O)O1 (stereo not drawn)
?	CCCC(=O)Nc1ccc(Cl)c(NC(=O)c2cccc3ccccc23)c1
-12.3%	C=C(C)CC1NC2CC(C)(C)C1c1c(Br)ccc(Br)c12 (stereo not drawn)
19.2%	Cc1oc2c(c1C(=O)N1CCN(c3ccccc3)CC1)CN(Cc1ccccc1)CC2
26.5%	Cc1cc(NC(=O)C2CCN(C(=O)c3ncn4c3COC(c3ccc(F)cc3)C4)CC2)ccc1F (stereo not drawn)
-1.6%[176 µM]	N#Cc1cccc(-c2ncc3c(n2)OCCN(Cc2ccc(F)cc2F)C3=O)c1
3.2%	CC(C)CNC(=O)CCNC(=O)c1ccccc1
?	COc1ccc(NC(=O)c2nnc(COCC(=O)NC3CCCCC3)s2)cc1
?	CCN(CC)S(=O)(=O)c1ccc(NS(=O)(=O)c2ccc(C)cc2)cc1
61.4%[activator]	Cc1noc(-c2ccn3c(CNC(=O)c4cccc5[nH]ccc45)nnc3c2)n1
?	COc1ccc(OCC(O)Cn2c(NCCc3ccccc3)nc3c2c(=O)n(C)c(=O)n3C)cc1 (stereo not drawn)
31.9%[activator]	CN1C[C@@H]2CCCN3CCC[C@@H]([C@H]23)[C@H]1CCCC(=O)NC1CC1
30.0%	Cc1cnc(C(=O)N[C@@H]2CCC[C@@H]2C(=O)NCCCn2cccn2)cn1
63.9%[activator]	C[C@@H]1C(=O)O[C@H]2[C@H]1CC[C@@]1(C)Cc3sc(NC(=O)c4ccc(N(C)C)cc4)nc3[C@@H](C)[C@H]21
17.8µM*	CCN1CCN(c2nc3ccccc3nc2C(C#N)S(=O)(=O)c2ccc(OC)cc2)CC1 (stereo not drawn)
4.4%	COCCn1ncc(N2CCC(NC(=O)c3cc(C)cc(C)c3)CC2)cc1=O
42.1%	O=C(c1ccco1)N1CCC(OC2CCN(Cc3cccnc3)CC2)CC1
-1.3%	O=C(CCCc1ccccc1)Nc1ccnn1C1CCN(C(=O)CCn2cncn2)CC1
14.2%[12.5 µM]	Cn1nccc1CN1CCC2(C1)C(=O)Nc1ccccc12 (stereo not drawn)
?	CCCc1cc(C(=O)NCc2c(C)ncc3c2CCNC3)n[nH]1
-0.3%	Cc1nc2c(c(-c3ccc(Cl)cc3)n1)CN(C(=O)c1cccnc1)CC2
?	CCC1CCc2c(sc(NC(=O)COCC(=O)O)c2C(=O)Nc2ccccc2C)C1 (stereo not drawn)
12.1%[176 µM]	Cc1cc(OCCN2CCOCC2)c(C)c2c1CC[C@@H]([C@H](C)C(=O)NC(C)(C)C)C2
15.9%[176 µM]	O=C(c1ccc(Cl)cc1)N1CCN2C(=O)N(C3CCOCC3)C[C@H]2C1
37.4%[activator]	COc1cc(OC)cc(C(=O)N2CCC[C@H]2c2nc(-c3ccc(OC)c(OC)c3)no2)c1
3.5%	COc1ccc(C2(C(=O)N3CCCC(c4[nH]ccc4C(N)=O)C3)CC2)cc1 (stereo not drawn)
?	Cc1ccc(-c2nnc3ccc(NCCc4ccccc4)nn23)nc1
?	COCc1cc(N2CCN(C(=O)OC(C)(C)C)C[C@@H]2C)ccc1N1CC[C@H](O)C1
-3.1%	COc1ccc(-c2c(-c3ccccc3OC)sc3ccccc23)cc1F
36.5%	O=C(NCCc1ccccc1)[C@@H]1COCC(=O)N1Cc1ccc(F)cc1
38.5%[activator]	O=C(Nc1ccc(CC(=O)N2CCOCC2)cc1)c1cc(Cl)ccc1Cl
18.5%	COCc1nc(CCNC(=O)C2CC2)no1
-51.5%	Cc1c(-c2cccc3ccccc23)c(=O)oc2ccc(Br)cc12
?	O=C(/C=C/c1ccccc1)OCC(=O)c1ccc(Br)s1
-17.5%	CCOc1ccc(NC(=O)Cn2c(C)ccc(NC(=O)Nc3cccc(C)c3)c2=O)cc1

4 of these compounds in a different format:
smiles	12-LOX inh
CCCC(=O)Nc1ccc(Cl)c(NC(=O)c2cccc3ccccc23)c1	?
C=C(C)CC1NC2CC(C)(C)C1c1c(Br)ccc(Br)c12 (stereo not drawn)	-12.3%
Cc1oc2c(c1C(=O)N1CCN(c3ccccc3)CC1)CN(Cc1ccccc1)CC2	19.2%
Cc1cc(NC(=O)C2CCN(C(=O)c3ncn4c3COC(c3ccc(F)cc3)C4)CC2)ccc1F (stereo not drawn)	26.5%

Nothing new here: an excerpt of the list.
12-LOX inh	compound
15.9%[176 µM]	O=C(c1ccc(Cl)cc1)N1CCN2C(=O)N(C3CCOCC3)C[C@H]2C1
37.4%[activator]	COc1cc(OC)cc(C(=O)N2CCC[C@H]2c2nc(-c3ccc(OC)c(OC)c3)no2)c1
3.5%	COc1ccc(C2(C(=O)N3CCCC(c4[nH]ccc4C(N)=O)C3)CC2)cc1 (stereo not drawn)
?	Cc1ccc(-c2nnc3ccc(NCCc4ccccc4)nn23)nc1
?	COCc1cc(N2CCN(C(=O)OC(C)(C)C)C[C@@H]2C)ccc1N1CC[C@H](O)C1
-3.1%	COc1ccc(-c2c(-c3ccccc3OC)sc3ccccc23)cc1F
36.5%	O=C(NCCc1ccccc1)[C@@H]1COCC(=O)N1Cc1ccc(F)cc1

Next structures.
12-LOX inh	compound
1.8%	CC(C)OCC(=O)N1CCN(c2nc(-c3ccccc3)nc3c2CCC3)CC1
33.5%	Cc1cccc(CN2CCCC(C(=O)O)CCNC(=O)CC2)c1 (stereo not drawn)
6.4%	CC(=O)c1c(C)[nH]c(C(=O)OCC(=O)Nc2ccc(Br)c(C)c2)c1C
-17.5%	CC(C)NC(=O)c1ccc(F)cc1
30.3%[activator]	CCOc1ccc(-c2noc(-c3nc(CC)no3)n2)cc1
52.3%[activator]	O=C([C@@H]1C[C@H](Oc2cccnc2)CN1C(=O)COc1ccccc1)N1CCCC1
-24.1%	CC1CC(C)CN(C(=O)c2ccc(-c3ccccc3)cc2)C1 (stereo not drawn)
0.3%	CC(C)(C)NC(=S)N1CCn2cccc2C1c1ccc(F)cc1 (stereo not drawn)
45.1%	CCOCCOC1CCN(S(=O)(=O)c2cccc(OC)c2)CC1
24.8%	Cc1c(C(=O)N(C)Cc2nc3ccccc3c(=O)[nH]2)oc2ccc(F)cc12
37.3%	O=C(NCC1CC1)C(=O)Nc1ccc2cc[nH]c2c1
4.9%[176 µM]	NC(=O)c1cccc(-c2n[nH]c3c2CC(=O)N(Cc2ccccc2F)C3)c1
-9.8%	S=C(NCCC1=CCCCC1)Nc1ccc(Br)cc1
5.0%	CSCC(=O)N1CC[C@H](NC(=O)NC(C)C)[C@H]1C(=O)N[C@H](Cc1ccccc1)C(N)=O
9.1%	COc1ccc(C(=O)Sc2ccc(C)cc2)cc1
-16.8%	COC(=O)c1c(NC(=O)CSc2ccccn2)sc2c1CCC2
20.2%	CCN1CC(c2ccccc2)CC2(CCN(C(=O)c3ccon3)CC2)C1 (stereo not drawn)
-5.7%[57.4 µM]	CCOc1ccc(Cc2cc([C@@H]3O[C@H](CO)[C@@H](O)[C@H](O)[C@@H]3O)ccc2Cl)cc1
-20.7%[176 µM]	Cc1noc2c(-c3ccc(CO)cc3)cc(-c3cccs3)nc12
0.5%	Cc1ccc(/C=N/NC(=O)C2CC2)s1
28.0%	Cc1nn(-c2ccc(C(F)(F)F)cc2)c(C)c1[C@@H]1C=C[C@@H](NC(=O)CC2(CC(=O)O)CCCC2)C1
-23.1%	Cn1c(COc2ccc(Cl)cc2)nnc1SCCOc1ccc(Cl)cc1
26.4%	COc1ccc(NC(=O)N2CCCC2c2nc(C3CCOCC3)no2)cc1 (stereo not drawn)
4.7%	O=C(Nc1cc(F)ccc1F)N1CCCC1c1nncn1-c1ccccc1 (stereo not drawn)
-2.2%	O=c1[nH]c(CC2CC2)nc2c1CCN(CC1(O)CCCNC1)C2 (stereo not drawn)
-0.4%[6.33 µM]	CCOc1cccc(CN2CCC3(CC2)Cc2ccccc2CNC3=O)c1
69.1%	Cc1ccc(CN(C)CC(=O)NC(=O)NC2CCCC2)cc1
21.4%	COCC(C)NC(=O)c1cc2cc(N(C)S(=O)(=O)c3ccc(C)cc3)ccc2s1 (stereo not drawn)
?	O=C(CSc1ccc(F)c(F)c1)Nc1ccc2c(c1)OCCCO2
?	CC(OC(=O)c1nn(C)c(=O)c2ccccc12)C(=O)N1CCCc2ccccc21 (stereo not drawn)
?	Cc1nn(-c2cccc(Br)c2)c(C)c1[C@@H]1C=C[C@@H](NS(=O)(=O)c2ccccc2)C1
-0.8%	COCCN1C(=O)c2cccn2CC1CNC(=O)c1cccc2nccnc12 (stereo not drawn)
?	CCC(CC)C(=O)N1CC[C@H]2NC(=O)N(c3ccc(C)cc3)C(=O)[C@H]21
5.9%	Cc1noc(-c2cccc(OC3CN(C(=O)NCc4ccccc4)C3)c2)n1
?	C[C@@H](NC(=O)c1cnccn1)c1c(-c2ccc(F)cc2)noc1C(=O)O
?	CCN(C(=O)CSc1nc(CN2CCOCC2)nc2ccccc12)C1CCS(=O)(=O)C1 (stereo not drawn)
-5.9%	C=CCNC(=O)c1ccccc1NC(=O)/C=C/c1cccc2ccccc12
2.1%	CS(=O)(=O)Oc1ccc2c(c1)O/C(=C\c1ccc(-c3ccccc3)cc1)C2=O
30.3%	O=C(c1cccc(OC(F)(F)F)c1)N1CC(CO)C2(CCNCC2)C1 (stereo not drawn)
23.3%	CCOCCn1c(=O)n(C(CC)C(=O)NC(C)(C)C)c2cc(C(=O)O)cnc21 (stereo not drawn)
46.8%[activator]	O=C(Cc1cccc(F)c1)N1CCC[C@H]1c1nc(-c2ccccc2Cl)no1
41.3%[activator]	CCN(CC)C(=O)N1CCCCCCNC(=O)[C@@H]2CCC[C@@H]21
-9.3%	CC1(c2ccccc2)CCCN(C(=O)c2ccnc(-n3cnnc3)c2)C1 (stereo not drawn)
?	Cc1ccc(OCc2nc(C3CN(C(=O)c4n[nH]c5ccccc45)C3)no2)cc1
?	COC(=O)C1=C(C)NC(=O)CC1C(=O)Nc1cc(Cl)ccc1C (stereo not drawn)
12.1%	O=C(Nc1n[nH]c(Cc2ccccc2)n1)N1CCN(C(=O)c2ccco2)CC1
?	Cc1ccc(C(=O)OCCOc2ccccc2Cl)cc1O
18.8%[176 µM]	C=CCNC(=O)[C@@H]1Cc2cn(CC3CC3)c3cccc(c23)[C@H](CC(C)C)N1
